APJ ag – agonists of human APJ apelin receptor. P35414. CHO-K1 APJ PathHunter beta-arrestin, luminescence; 0% DMSO wells, 100% apelin. activation, % at 20 µM. 330,000 compounds, 0.11% hits;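 active = activation more than six SD over the plate average, tested at 20 µM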;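 note: 0% = DMSO alone and 100% = apelin-13 at 10 nM; some results filed as inactive read as strong as hits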
Target sequence (P35414 whole entry, looked up): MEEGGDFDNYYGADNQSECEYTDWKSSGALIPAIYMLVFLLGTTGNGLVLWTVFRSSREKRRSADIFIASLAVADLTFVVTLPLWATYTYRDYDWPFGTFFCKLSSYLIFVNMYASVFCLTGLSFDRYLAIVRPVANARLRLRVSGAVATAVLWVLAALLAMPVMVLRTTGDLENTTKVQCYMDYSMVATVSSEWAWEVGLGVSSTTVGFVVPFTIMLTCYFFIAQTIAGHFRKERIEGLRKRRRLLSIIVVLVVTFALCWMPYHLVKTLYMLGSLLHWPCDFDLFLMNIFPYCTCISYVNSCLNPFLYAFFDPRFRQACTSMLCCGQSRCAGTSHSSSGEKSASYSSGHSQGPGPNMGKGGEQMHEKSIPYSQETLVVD
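Assay system – PathHunter CHO-K1 APJ (AGTRL-1) beta-arrestin reporter cells · Compound – one dose, 20 µM compound, 1% DMSO · Timing – compound 90 min 25 °C, reagent 1 h · Measured by – luminescence from split beta-galactosidase complementation, Galacton Star/Emerald II substrate · Measure – beta-arrestin recruitment to APJ as agonist activity, luminescent signal · Benchmarks – DMSO vs Apelin-13 10 nM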
CXCR6 block – CXCR6 (human) receptor inhibition | O00574 | CHO-K1 PathHunter CXCR6 beta-arrestin, luminescence | inhibition, % at 20 µM | 360,000 compounds, 0.36% hits; in the data active = inhibition above about 34%, passing the limit was not always enough;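 note: antagonist mode with CXCL16 agonist at 10 nM final; 0% = 10 nM CXCL16 with DMSO and 100% = unstimulated wells without agonist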
Target sequence (O00574 whole entry, looked up): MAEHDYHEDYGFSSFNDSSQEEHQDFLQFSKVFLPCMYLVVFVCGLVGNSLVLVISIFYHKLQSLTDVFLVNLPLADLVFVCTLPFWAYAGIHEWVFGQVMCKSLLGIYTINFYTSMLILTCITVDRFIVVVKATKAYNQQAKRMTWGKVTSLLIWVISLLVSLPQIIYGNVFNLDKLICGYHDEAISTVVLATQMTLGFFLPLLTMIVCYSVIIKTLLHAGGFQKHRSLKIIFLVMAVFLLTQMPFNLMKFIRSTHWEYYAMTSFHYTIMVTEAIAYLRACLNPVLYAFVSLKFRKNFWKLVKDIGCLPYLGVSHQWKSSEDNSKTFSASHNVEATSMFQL
UPR CHOP act – apoptotic UPR (CHOP) activation | CHO-CHOP luciferase reporter, luminescence; percent of tunicamycin response over DMSO baseline | 330,000 compounds, 0.34% hits | activation, % at 10 µM;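 active = at 10 µM dose, activation of 40% or more, normalized to positive control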;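 note: 100% = tunicamycin at 10 µg/mL and 0% = DMSO alone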
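System: CHO-CHOP luciferase reporter cell line | Buffer or medium: F12 medium containing 10% fetal bovine serum | Doses: One dose, 10 µM in 0.5% DMSO | Times: 6 h compound exposure at 37 °C after overnight seeding | Signal: Luciferase luminescence | Read-out: % activation vs tunicamycin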
EBI2 block – blocks human EBI2 receptor beta-arrestin signaling. P32249. EBI2 beta-arrestin recruitment, luminescence, 7a,25-OHC stimulated. inhibition, % at 5 µM. 360,000 compounds, 0.81% hits; in the data active = inhibition above about 38%;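 note: enzyme fragment complementation signal reports receptor beta-arrestin coupling in cells; 0% = agonist plus DMSO wells and 100% = wells without agonist; some results beyond the cut were filed as inactive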
tim23-1 inh – growth inhibitors of tim23-1 mutant yeast; S. cerevisiae tim23-1 growth, BacTiter-Glo luminescence, 24 h; inhibition, % at 20 µM; 330,000 compounds, 1.3% hits;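 active = growth inhibition of the mutant yeast at or above 50%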;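 note: temperature-sensitive mutant grown at 25 °C; plate controls were DMSO-treated mutant yeast for no effect and medium wells lacking yeast for full effect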
APJ antag – antagonists of human APJ apelin receptor. P35414. CHO-K1 APJ beta-arrestin complementation, luminescence. inhibition, % at 20 µM. 330,000 compounds, 0.32% hits. AID 2521;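 active = inhibition above about 40% at 20 µM, limit read from the data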;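 note: cells challenged with 10 nM apelin-13 agonist together with compound; plate controls were apelin-13 plus DMSO wells for no effect and DMSO wells lacking apelin-13 for full effect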
XBP1 UPR activ – activators of adaptive arm of unfolded protein response (XBP1). CHO-XBP1 luciferase reporter, IRE1-XBP1 UPR activation, luminescence; percent of tunicamycin response, DMSO as zero. activation, % at 20 µM. 330,000 compounds, 0.33% hits. AID 463104;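 active = versus positive control, 20 µM dose yields 30% or more activation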;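 note: 100% = tunicamycin at 10 µg/mL and 0% = DMSO only wells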
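Assay system: CHO-XBP1 luciferase reporter cells; Schedule: 6 h treatment, 37 °C; Detection: glow luminescence from Steady-Glo reagent; Benchmarks: high control tunicamycin 10 µg/mL final, low control DMSO vehicle only.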
Mdm2-MdmX inh – human Mdm2/MdmX binding inhibition; inhibition, % at 8 µM; SaOS-2 split-luciferase Mdm2/MdmX complementation, luminescence; AID 485346; 330,000 compounds, 3% hits;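 active = inhibition of at least 50% at 8 µM in the primary screen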
CCR6 antag – antagonists of human CCR6 receptor; P51684; CHO-K1 CCR6 PathHunter beta-arrestin, luminescence, CCL20-stimulated; inhibition, % at 20 µM; 340,000 compounds, 0.49% hits; AID 493098;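 active = compounds whose inhibition of the agonist-driven luminescence signal at 20 µM reaches about 50%, limit read from the data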;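 note: cells stimulated with CCL20 at 14 nM final; plate controls were DMSO with CCL20 for no effect and DMSO without agonist for full effect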
Target sequence (P51684 whole entry, looked up): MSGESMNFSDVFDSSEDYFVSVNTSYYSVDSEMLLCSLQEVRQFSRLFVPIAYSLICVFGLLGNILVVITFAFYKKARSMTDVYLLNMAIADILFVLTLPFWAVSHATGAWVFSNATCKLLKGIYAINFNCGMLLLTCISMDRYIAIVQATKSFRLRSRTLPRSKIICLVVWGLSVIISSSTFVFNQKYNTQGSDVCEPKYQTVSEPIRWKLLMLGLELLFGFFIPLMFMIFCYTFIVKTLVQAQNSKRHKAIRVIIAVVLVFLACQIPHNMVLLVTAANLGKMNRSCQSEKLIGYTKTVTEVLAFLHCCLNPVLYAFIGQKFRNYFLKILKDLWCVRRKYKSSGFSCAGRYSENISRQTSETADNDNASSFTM
Starred values were filed as active, the others as inactive; nt = no result given.

SMILES | APJ ag | CXCR6 block | UPR CHOP act | EBI2 block | tim23-1 inh | APJ antag | XBP1 UPR activ | Mdm2-MdmX inh | CCR6 antag
CCc1nc(OCc2ccccc2)c2sc3nc4c(cc3c2n1)COC(C)(C)C4 | -3 | -6 | 0.2 | 12 | -10 | 28 | -2 | -22 | -5
O=C(OCCOc1cccc(Cl)c1)c1ccc2ncsc2c1 | -1 | -8 | 3.2 | -4 | 12 | 22 | 2 | 10 | 14
COc1ccc(N2CC(O)=C(c3nc(-c4ccc(F)cc4)cs3)C2=N)cc1OC | -1 | -8 | -2.6 | 9 | 20 | -13 | 0 | 18 | -7
CCn1ncc(C2=NOC(C(=O)Nc3c(C)nn(Cc4ccc(F)cc4)c3C)C2)c1C (stereo unspecified) | 0 | -7 | 1.1 | 2 | 1 | 1 | -2 | 21 | -5
CC(C)(C)C(=O)Cn1nnc(-c2ccc(C(F)(F)F)cc2)n1 | 2 | 4 | 0.2 | -1 | 13 | 5 | -3 | 1 | 4
CCc1ccc(OCC(=O)NC2CC(C)(C)NC(C)(C)C2)cc1 | -1 | -5 | -0.4 | -3 | 15 | -36 | 3 | 14 | -2
O=C(/C=C/c1ccc(F)cc1)c1ccccc1Br | 0 | 6 | 4.9 | -6 | 62* | -8 | 8 | 35 | 17
CC(=O)Nc1ccc(NC(=O)c2cc(-c3cc(C)cc(C)c3O)n[nH]2)cc1 | -1 | 0 | 3.0 | 15 | -6 | 1 | 0 | 28 | 6
Cc1ccc(NC(=S)NNS(=O)(=O)c2ccc3ccccc3c2)cc1Cl | -2 | -12 | 2.5 | -1 | 0 | -19 | -2 | 27 | 6
CCOC(=O)Cc1c(C)nc2c(-c3ccccc3)c(C)nn2c1C | -1 | -4 | 3.1 | 6 | 0 | -11 | -1 | -8 | 5
Cc1ccc(CNC(=O)C2CCN(S(=O)(=O)c3ccc4nc5c(c(C(=O)O)c4c3)CC(C)CC5)CC2)cc1 (stereo unspecified) | -2 | -14 | 0.6 | 1 | 0 | 13 | -7 | 7 | -2
CCCCCC(=O)Nc1cc(S(=O)(=O)N2CCOCC2)ccc1N1CCN(C)CC1 | -6 | 0 | 2.0 | -11 | 3 | -5 | -3 | 14 | -2
CCOCCCNC(=O)CCCC1=NS(=O)(=O)c2ccccc2N1 | 4 | -4 | 0.3 | -9 | 7 | 1 | -2 | 13 | 0
Cc1ccc(CN2CCN(C(=O)C3CCC3)CC2)cc1 | -3 | 9 | 1.3 | -2 | 8 | -6 | -1 | -6 | 4
COC(=O)c1ccc(NC(=O)c2ccc(F)cc2)o1 | -4 | 1 | -0.1 | -2 | -9 | -1 | 1 | 18 | -13

One compound at a time, from the list above. Order of values: APJ ag, CXCR6 block, UPR CHOP act, EBI2 block, tim23-1 inh, APJ antag, XBP1 UPR activ, Mdm2-MdmX inh, CCR6 antag
Shown for CCOCCCNC(=O)CCCC1=NS(=O)(=O)c2ccccc2N1 → 4, -4, 0.3, -9, 7, 1, -2, 13, 0
Shown for O=C(OCCOc1cccc(Cl)c1)c1ccc2ncsc2c1 → -1, -8, 3.2, -4, 12, 22, 2, 10, 14
Shown for Cc1ccc(CNC(=O)C2CCN(S(=O)(=O)c3ccc4nc5c(c(C(=O)O)c4c3)CC(C)CC5)CC2)cc1 (stereo unspecified) → -2, -14, 0.6, 1, 0, 13, -7, 7, -2
Shown for CCc1nc(OCc2ccccc2)c2sc3nc4c(cc3c2n1)COC(C)(C)C4 → -3, -6, 0.2, 12, -10, 28, -2, -22, -5
Shown for Cc1ccc(CN2CCN(C(=O)C3CCC3)CC2)cc1 → -3, 9, 1.3, -2, 8, -6, -1, -6, 4

Additional compounds follow:
SMILES | APJ ag | CXCR6 block | UPR CHOP act | EBI2 block | tim23-1 inh | APJ antag | XBP1 UPR activ | Mdm2-MdmX inh | CCR6 antag
Cc1ccc2nc(-c3ccc(NC(=O)CN(C)S(=O)(=O)c4ccccc4)cc3)sc2c1 | 11 | nt | 17 | nt | -14 | 7 | 15 | -157 | nt
Cc1ccc(NC(=O)N(Cc2nc3ccccc3c(=O)[nH]2)Cc2cccs2)cc1 | 2 | -4 | 0.2 | -1 | 23 | -8 | 0 | -17 | 12
COC(=O)c1cc(NS(=O)(=O)c2ccc(N3CCOCC3)c([N+](=O)[O-])c2)cc(C(=O)OC)c1 | -1 | 1 | 0.2 | 0 | 19 | 19 | -2 | -1 | 19
COc1ccc(NC(=O)CSc2nc(-c3ccc(C)cc3)cc(C(F)(F)F)c2C#N)cc1 | 14 | -1 | -1.4 | -2 | -20 | -8 | 1 | 26 | -3
C#CCOCCOCCOCCNc1nc(N2CCN(C(=O)CCCCCCCCCCNC(=O)[C@H]([C@@H](C)CC)n3cc(CCCCN=C(N)N)nn3)CC2)nc(N2CCN(C(=O)CCCCCCCCCCNC(=O)[C@H](CCCCN)n3cc(C[C@@H](C)CC)nn3)CC2)n1 | 59* | nt | 17 | nt | 52* | 31 | 39* | 49 | nt
O=C1CCC/C(=N/NC(=O)c2ccc(CN3c4cccc5cccc(c45)S3(=O)=O)cc2)C1 | 0 | 3 | 2.3 | -5 | 12 | -8 | 1 | 34 | 9
Oc1ccccc1C1=Nc2nc3ccccc3n2C(c2ccccc2)C1 (stereo unspecified) | -3 | 19 | 7.5 | -5 | 33 | -15 | -1 | -34 | 43
NC(=O)Nc1ccc(Nc2ccccc2)cc1 | -1 | -8 | -0.1 | 11 | 1 | -1 | -2 | -3 | 6
CC1CCN(C(=S)c2ccccc2O)CC1 | -8 | -3 | -0.1 | -11 | 8 | 14 | 1 | 11 | -5
Cc1ccc2sc(NNC(=O)c3cc(=O)c4ccccc4o3)nc2c1C | -3 | 10 | 1.9 | -1 | -13 | -45 | 2 | 18 | 8
C=CC(COCc1ccccc1)N([C@@H](Cc1ccccc1)C(=O)OC)S(=O)(=O)c1ccccc1Br (stereo partly specified) | -4 | 12 | 7.4 | 31 | 2 | 22 | -1 | -8 | 17
Cc1cccc(NC(=O)C2(c3cccs3)CCOCC2)c1 | 1 | 5 | 3.7 | -1 | 16 | 8 | -1 | -55 | -2
CC(C)c1ccc(NC(=O)NCc2ccccn2)cc1 | 2 | -11 | 2.4 | 7 | 12 | 15 | 1 | 8 | -1
COc1cccc(/C=N/Nc2nc3ccccc3[nH]2)c1O | -7 | -8 | 2.1 | -3 | 19 | 13 | 3 | 61* | -7
Cn1cnc2c1c(=O)n(Cc1cccc(F)c1)c(=O)n2C | -2 | 7 | -0.5 | -1 | 2 | -1 | -5 | 7 | 20
Cc1cc(C)cc(N(CCC(=O)Nc2nnc(C3CC3)s2)S(=O)(=O)c2ccc(Cl)cc2)c1 | -2 | 3 | 0.9 | 5 | -3 | -1 | -2 | 51* | 13
COc1ccc(/C=N/NC(=O)Cc2csc(Nc3cccc(C(F)(F)F)c3)n2)c(OC)c1 | 1 | -1 | -1.5 | 0 | -3 | -13 | -9 | -8 | -24
COc1ccccc1N(C)S(=O)(=O)c1ccc(C(=O)NC2CCCCCC2)cc1 | -4 | -1 | 1.1 | 7 | 20 | -39 | -1 | 13 | 17
O=C(CCC(=O)Nc1cccnc1)Nc1cccnc1 | 0 | -2 | 0.4 | -2 | -4 | 0 | 1 | -32 | -5
COc1ccc(OC)c(CNC(=O)C2CCC(=O)N(CCCN3CCCC3=O)C2)c1 (stereo unspecified) | -8 | -3 | -2.1 | -8 | 3 | -23 | -2 | 14 | 2
O=C(CCNC(=O)c1ccc(Br)cc1)Nc1cccc(S(=O)(=O)N2CCCC2)c1 | -4 | -24 | -0.1 | -20 | 0 | 11 | 0 | -4 | 18
Cc1ccc(CSc2nnc(SCC(=O)N/N=C/c3ccc(C(=O)O)cc3)s2)cc1 | -1 | 0 | -2.1 | 12 | 13 | 0 | -3 | 1 | 12
Cc1cc(C)c(S(=O)(=O)NCc2ccc3c(c2)OCO3)c(C)c1 | -2 | -3 | 1.7 | 7 | 30 | 3 | -3 | -7 | 11
NC(=O)C1CCN(C(=O)CSc2nc3ccccc3[nH]2)CC1 | -3 | 6 | 1.1 | -11 | 2 | 8 | -2 | 9 | 11
CCN1C(=O)c2ccccc2Sc2ccc(C(=O)NCCCN3CCCCC3)cc21 | -4 | 14 | 2.0 | 3 | 3 | -1 | -5 | 51* | 20
Cc1cccc(OCc2nc(C#N)c(NCc3ccc4c(c3)OCO4)o2)c1 | 0 | 2 | 2.2 | 23 | -20 | 2 | 1 | -1 | 22
Cc1cc(C)n2nc(C(=O)N(C)C(c3ccccc3)c3ccccc3)nc2n1 | -2 | -4 | -1.6 | -11 | 17 | 0 | -5 | 21 | 12
COc1ccc(CNC(=O)COC(=O)[C@@H]2CCCN2C(=O)c2cccs2)cc1 | 0 | 7 | -0.1 | 6 | 5 | 3 | 1 | -1 | -2
N#CCN1CCN(CC(=O)c2ccc(Br)cc2)CC1 | 3 | 0 | -0.6 | 9 | -9 | -5 | -4 | 3 | -1
CCOC(=O)c1nnc2ccnn2c1N | 3 | 0 | 0.4 | -14 | 18 | 2 | -2 | -1 | 12

Two entries from above in a different format:
C#CCOCCOCCOCCNc1nc(N2CCN(C(=O)CCCCCCCCCCNC(=O)[C@H]([C@@H](C)CC)n3cc(CCCCN=C(N)N)nn3)CC2)nc(N2CCN(C(=O)CCCCCCCCCCNC(=O)[C@H](CCCCN)n3cc(C[C@@H](C)CC)nn3)CC2)n1
  APJ ag: 59*	CXCR6 block: nt	UPR CHOP act: 17	EBI2 block: nt	tim23-1 inh: 52*	APJ antag: 31	XBP1 UPR activ: 39*	Mdm2-MdmX inh: 49	CCR6 antag: nt

O=C1CCC/C(=N/NC(=O)c2ccc(CN3c4cccc5cccc(c45)S3(=O)=O)cc2)C1
  APJ ag: 0	CXCR6 block: 3	UPR CHOP act: 2.3	EBI2 block: -5	tim23-1 inh: 12	APJ antag: -8	XBP1 UPR activ: 1	Mdm2-MdmX inh: 34	CCR6 antag: 9

(continued)
SMILES | APJ ag | CXCR6 block | UPR CHOP act | EBI2 block | tim23-1 inh | APJ antag | XBP1 UPR activ | Mdm2-MdmX inh | CCR6 antag
Cc1ccnc(NS(=O)(=O)c2ccc(NC(=O)c3ccc([N+](=O)[O-])s3)cc2)n1 | 8 | -18 | -1.1 | -24 | 17 | -25 | -3 | 18 | 9
COC(=O)c1cc(NS(=O)(=O)c2ccc(OC)c(OC)c2)ccc1Cl | -2 | -2 | -0.1 | -5 | 1 | 12 | -2 | -1 | -3
COc1cccc(-c2n[nH]c3c2CCC3)c1 | -5 | 1 | 1.5 | 7 | -5 | 12 | 2 | 8 | -2
COc1ccc(OC)c(-n2nnnc2SCC(=O)NCCc2ccccc2)c1 | 7 | 7 | -0.8 | 2 | 20 | -20 | -2 | 9 | 7
O=C(Cc1c[nH]c2ccccc12)Nc1nccs1 | -4 | 4 | 0.6 | 0 | 11 | 7 | -1 | 19 | -13

Compound activity deposited in PubChem BioAssay by Sanford-Burnham Center for Chemical Genomics.

This is a subset, so the mix of outcomes need not match the whole.
